High-throughput results as filed in PubChem BioAssay.
m5-HT2A agonist = activates the mouse 5-HT2A serotonin receptor; 360,000 compounds, 0.66% hits; activation, % at 7.6 µM; P35363; CHO-K1 mHTR2A beta-arrestin complementation, luminescence; percent of 30 µM serotonin response;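 active means activation above a run cutoff, the mean activation of all tested compounds plus 3 SD, cut at about 14% in these data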;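 further: 0% = plate median of compound wells and 100% = 30 µM serotonin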
Target sequence (P35363 whole entry, looked up): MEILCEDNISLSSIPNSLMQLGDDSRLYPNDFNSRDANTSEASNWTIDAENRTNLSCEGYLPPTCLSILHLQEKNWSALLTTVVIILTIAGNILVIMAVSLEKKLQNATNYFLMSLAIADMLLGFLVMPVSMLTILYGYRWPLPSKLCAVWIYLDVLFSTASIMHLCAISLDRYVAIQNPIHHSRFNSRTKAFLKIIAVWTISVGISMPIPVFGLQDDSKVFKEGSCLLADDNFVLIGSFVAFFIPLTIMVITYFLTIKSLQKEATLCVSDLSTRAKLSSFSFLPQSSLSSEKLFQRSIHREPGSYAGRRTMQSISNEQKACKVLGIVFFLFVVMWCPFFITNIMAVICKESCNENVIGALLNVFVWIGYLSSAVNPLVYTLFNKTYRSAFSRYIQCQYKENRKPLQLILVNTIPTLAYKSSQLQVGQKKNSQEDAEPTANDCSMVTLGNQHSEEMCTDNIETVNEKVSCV
PDI turbidity = blocks human protein disulfide isomerase activity; P07237; PDI insulin aggregation turbidity, A650, 90 min; inhibition, % at 10 µM; 350,000 compounds, 0.052% hits;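 active means mean inhibition across replicates of 30% or more, whatever share of single replicates reach that level; inconclusive means mean inhibition below 30% while every single replicate reaches 30%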;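 further: absorbance from insulin aggregation driven by PDI reduction with DTT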
Target sequence (P07237 whole entry, looked up): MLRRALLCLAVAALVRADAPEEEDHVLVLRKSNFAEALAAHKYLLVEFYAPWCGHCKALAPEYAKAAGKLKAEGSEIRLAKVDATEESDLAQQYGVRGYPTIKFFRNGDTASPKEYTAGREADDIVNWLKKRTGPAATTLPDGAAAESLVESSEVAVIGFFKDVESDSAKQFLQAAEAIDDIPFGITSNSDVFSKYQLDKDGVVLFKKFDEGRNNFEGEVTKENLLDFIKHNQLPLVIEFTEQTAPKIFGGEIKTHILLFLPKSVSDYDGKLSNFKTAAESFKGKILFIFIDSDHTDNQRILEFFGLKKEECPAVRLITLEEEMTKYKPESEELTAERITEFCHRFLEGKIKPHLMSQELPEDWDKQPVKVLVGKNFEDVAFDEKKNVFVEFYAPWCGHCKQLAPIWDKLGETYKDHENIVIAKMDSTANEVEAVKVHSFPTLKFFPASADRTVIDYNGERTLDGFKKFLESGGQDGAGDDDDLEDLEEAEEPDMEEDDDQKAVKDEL
Exocytosis inh = blocks lytic granule exocytosis | TALL-104 LAMP-1 surface exposure, flow cytometry; cells stimulated with thapsigargin and PMA | inhibition, % at 10 µM | 360,000 compounds, 0.66% hits | AID 651702;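 active means inhibition above about 55%, limit read from the data; inconclusive means no clear call, values can overlap the other calls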
Vif inh = blocks HIV Vif function; 340,000 compounds, 0.35% hits; HEK293T cells, Vif self-association by quenched fluorescence, imaging, 24 h; AID 602346; inhibition, % at 7.49 µM; in the data active means inhibition above about 50%, passing the limit was not always enough; inconclusive means no clear call, values can overlap the other calls; inactive means below about 31%; further: some results filed as inactive read as strong as hits
hiPSC survival = enhancers of human iPSC single-cell survival. hiPSC single-cell survival, ATPlite luminescence; 100% = ROCK inhibitor wells, 0% = DMSO. survival enhancement, % at 20 µM. 360,000 compounds, 0.044% hits; in the data active means survival enhancement above about 18%;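 further: cells exposed to compounds for 16 hours before the ATP read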
aDG glyco act = increases alpha dystroglycan glycosylation; Pro5-aDG cells, alpha-DG glycosylation AlphaScreen (IIH6); 0% Pro5, 100% B10-LARGE cell signal; activation, % at 10 µM; 360,000 compounds, 0.22% hits;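 active means activation of at least 8% versus controls, or a plate z-score of at least 8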;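 further: Pro5 are CHO cells carrying HIG-tagged alpha-DG that lacks glycosylation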
ABCB6 inh MLPCN = human ABCB6 transporter inhibition; Q9NP58; K562-ABCB6 porphyrin accumulation, flow cytometry, 1 h; active compounds read low; 360,000 compounds, 0.19% hits; fluorescence ratio to DMSO, % at 10 µM;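 active means fluorescence ratio to DMSO below 75%, the collection mean minus 3 SD; inconclusive means too few cells collected in the well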;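 further: signal is porphyrin accumulated inside mitochondria; 100% equals median channel fluorescence of DMSO control wells; lower ratio means ABCB6 inhibition with less porphyrin fluorescence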
Glyco luc inh = N-linked glycosylation inhibition. D54 ERlucT glycosylation luciferase reporter, 24 h; percent of 100 nM tunicamycin response. reporter increase, % at 12.5 µM. 360,000 compounds, 0.23% hits. AID 588692;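 active means mean luciferase reporter signal, scaled so untreated is 0 and the glycosylation-blocking control 100, at or above a set limit in every replicate; inconclusive means mean reaches the limit but not every replicate does; inactive means mean below the limit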;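 further: luciferase carries N-glycosylation sites so blocking glycosylation raises the light; 0% = median of neutral control wells and 100% = median of 100 nM tunicamycin wells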
CaV13 FRET inh = Primary screen for inhibitors of IQ motif and Ca2+-dependent inactivation inhibitor domain binding in CACNA1D, Förster resonance energy transfer in living cells, … | HEK cells, CFP/YFP FRET ICDI-IQ, plate reader, 10 min; percent FRET-ratio fall versus neutral wells | inhibition, % at 12.3 µM | 340,000 compounds, 0.098% hits | AID 743397;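 active means mean replicate inhibition of at least 30% and at least 1% of replicates passing that level; inconclusive means only one of the two criteria is met; inactive means neither criterion is met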;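 further: 0% = median of the neutral control wells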
Cardio protect = myocardial damage modulation in H9c2 cells. H9c2 cardiomyocytes, H2O2 injury protection, ATPLite, 2 h. protection from H2O2 cell death, % at 20 µM. 360,000 compounds, 0.63% hits;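 active means compounds giving at least 50% protection of heart cells from peroxide-induced death in the single-dose screen, raw or plate-pattern-corrected value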;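 further: 0% = DMSO wells with peroxide and 100% = DMSO wells without peroxide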
* hit, by the source's call; u = inconclusive; x = not tested or not shown. Rows are unselected; 3.1% or so of the library scored in one or more.

SMILES	m5-HT2A agonist	PDI turbidity	Exocytosis inh	Vif inh	hiPSC survival	aDG glyco act	ABCB6 inh MLPCN	Glyco luc inh	CaV13 FRET inh	Cardio protect
CN(c1ccccc1)S(=O)(=O)c1cccc(C(=O)Nc2ccc3c(c2)CCC3)c1	-3	-11	15	-12	0.2	0.5	97	-5	-5	-6
CCOC(=O)CC(NC(=O)Cn1nnc(-c2ccccc2)n1)c1ccc(OC)cc1 (centres undefined)	-8	-8	-2	0	-0.6	0.2	100	0	-7	-3
CN(C)c1ccc(CNc2nc3cc(-c4ccc(F)cc4)sc3c(=O)n2C)cc1	0	-5	0	-6	-0.4	1.0	94	-1	-8	-21
O=C1C(NS(=O)(=O)c2cccs2)=C(N2CCOCC2)C(=O)c2ccccc21	-5	5	-3	-3	-0.3	1.4	97	8	-1	-15
COc1ccc([N+](=O)[O-])cc1NC(=O)COC(C)=O	6	1	12	7	0.4	1.4	97	1	2	6
COc1ccc(C(=O)/C(=C/N(C)C)S(=O)(=O)c2ccccc2)cc1	0	0	2	13	1.0	-0.6	96	-9	-5	-3
C=CCN1C(=NC(=O)CC)SC2CS(=O)(=O)CC21 (centres undefined)	-2	-1	0	-13	-2.8	0.0	103	3	-8	5
O=S(=O)(Nc1ccccc1N1CCCCC1)c1ccc(F)cc1F	-2	-8	-4	-6	-1.6	-0.6	98	-5	-4	-4
COc1ccc(NC(=O)c2ccc(F)c(F)c2)c2ccccc12	7	0	22	1	-0.4	-0.1	94	5	-3	2
c1ccc(SCCN2CCc3ccccc3C2)cc1	-6	-3	1	37	-1.6	0.0	102	1	-5	2
Cc1ccc(NC(c2ccccc2)c2nc3ccccc3[nH]c2=O)cc1 (centres undefined)	-7	9	2	-9	0.1	-0.1	96	-5	-5	-6
CCOc1ccccc1N(CC(=O)Nc1ccc(S(=O)(=O)N2CCOCC2)cc1)S(C)(=O)=O	-1	6	9	-3	0.2	0.1	96	0	-3	5
O=C(Nc1ccc(C(=O)N2CCOCC2)cc1)Nc1cccc(C(F)(F)F)c1	-8	-3	8	-9	-0.4	-0.4	97	-13	-5	-6
COc1ccc(CNC(=O)COc2ccc(S(=O)(=O)N3CCCCC3)cc2)cc1	7	-12	6	-7	-0.6	-0.4	93	-2	x	7
C=CCNC(=O)COC(=O)C1CCN(S(=O)(=O)c2ccc3c(c2)OCCO3)CC1	14	-2	-16	-2	-0.6	0.3	103	3	-6	2
Nc1cc(-c2ccc(Br)cc2)[nH]n1	1	3	0	-6	1.1	-0.3	98	-3	6	4
COc1ccc(CCNC(=O)c2ccc(-c3ccc([N+](=O)[O-])cc3Cl)o2)cc1	-4	6	1	0	0.8	0.3	99	1	-6	33
Cc1ccc(C(=O)Nc2cccc(C(=O)NC3CCCCC3)c2)cc1	5	-3	0	-3	-0.2	0.6	101	2	x	-6
CC(=O)N1N=C(c2ccc(C)cc2)OC1c1ccc(C)cc1 (centres undefined)	7	1	0	-1	2.4	-0.1	96	0	-4	2
Cc1c(C(=O)NN)nn(-c2ccc(Cl)cc2)c(=O)c1C#N	-2	-2	0	-13	-0.5	-0.1	99	4	-8	-5
COC(=O)c1cc(S(=O)(=O)NCCc2ccc(Cl)cc2)c[nH]1	-5	8	-6	-8	0.9	0.0	102	-7	-5	-4
CCc1cccc(C)c1NC(=O)c1ccoc1C	-2	11	-2	-6	-1.2	0.3	95	1	-5	-7
CC1CCCN(S(=O)(=O)c2cccc([N+](=O)[O-])c2)C1 (centres undefined)	4	-11	-3	5	-0.6	0.4	101	2	-1	-8
CC(C)CC(NC(=O)C(Cc1ccc(OCc2ccccc2)cc1)NC(=O)OC(C)(C)C)C(N)=O (centres undefined)	-2	-10	-3	4	1.1	-0.3	90	1	-3	6
CCCCN1C(=O)C(CC(=O)NC2CCCCC2)CC(C(=O)N2CCOCC2)=C1C (centres undefined)	-1	x	-3	u	-1.2	-0.2	102	8	-7	-1
COc1ccccc1CNC(=O)C/C(C)=N/NC(=O)COc1ccc(C)cc1Br	6	8	6	10	0.3	-0.2	97	10	-5	13
Cc1ccnc(NC(=O)CCC(=O)N(CC(=O)NCc2ccccc2)Cc2ccco2)c1	5	-9	0	-1	1.1	-0.3	92	3	-12	7
O=C(COC(=O)c1cc(S(=O)(=O)N2CCOCC2)ccc1O)NCC1CCCO1 (centres undefined)	1	-3	-7	-28	-3.7	0.0	99	1	x	5
CSc1cccc(NS(=O)(=O)c2cccc3nsnc23)c1	1	-2	0	-5	1.2	-0.1	101	2	-6	1
Cc1c(NS(=O)(=O)c2cc(C(=O)OCC(=O)N3CCC(C)CC3)ccc2Cl)c(=O)n(-c2ccccc2)n1C	-1	-1	-1	-3	-0.5	-0.2	98	0	-3	-5
Cc1c(C)c2ccc(OCC(=O)Nc3ccccc3C(N)=O)cc2oc1=O	-1	x	0	-2	1.2	0.0	100	3	x	2
O=C(CSc1ccccc1)Nc1ccc(N2CCOCC2)cc1	-3	1	0	-13	-1.4	0.0	99	2	-5	1
CCN(CC(=O)Nc1ccc(NC(C)=O)cc1)C(=O)/C=C/c1cn(-c2ccccc2)nc1-c1ccc(F)cc1	0	9	-6	11	-0.4	-0.4	100	1	-6	-1
CCn1nc(NC(=O)Cc2ccc(OC)cc2)c2cc3cc(C)ccc3nc21	-1	4	-6	24	-0.6	-0.1	97	1	-4	1
Cc1ccsc1-c1nc(CN2CCCC2c2ccc(F)cc2)c(C)o1 (centres undefined)	-3	-6	0	3	2.8	-0.4	91	1	-2	5
COCc1ccc(CN2CCC(n3nccc3NC(=O)C(OC)c3ccccc3)CC2)o1 (centres undefined)	15*	18	-2	-4	-0.4	0.5	88	1	-3	4
CC1CCCN(CC(=O)Nc2cc(Cl)ccc2Oc2ccccc2)C1 (centres undefined)	-8	-2	96*	-16	1.4	0.1	98	-9	-2	-9
COc1cc(C2c3cc4c(cc3OC(C)(N3CCCC3)C2C)OCO4)cc(OC)c1OC (centres undefined)	-2	1	9	-9	-1.5	-0.2	99	10	-6	7
COCCNC(=O)CSc1nc2ccc(N3CCOCC3)cc2c(=O)n1Cc1ccc(OC)cc1	4	-3	-2	3	7.4	-0.2	97	-3	-5	-2
N=c1n(CCO)c2ccccc2n1CCOc1ccccc1	-8	2	0	4	-2.4	0.4	85	-2	x	-2

Ten entries from above, set out differently:
| Structure | m5-HT2A agonist | PDI turbidity | Exocytosis inh | Vif inh | hiPSC survival | aDG glyco act | ABCB6 inh MLPCN | Glyco luc inh | CaV13 FRET inh | Cardio protect |
| --- | --- | --- | --- | --- | --- | --- | --- | --- | --- | --- |
| Cc1c(C)c2ccc(OCC(=O)Nc3ccccc3C(N)=O)cc2oc1=O | -1 | x | 0 | -2 | 1.2 | 0.0 | 100 | 3 | x | 2 |
| O=C(CSc1ccccc1)Nc1ccc(N2CCOCC2)cc1 | -3 | 1 | 0 | -13 | -1.4 | 0.0 | 99 | 2 | -5 | 1 |
| CCN(CC(=O)Nc1ccc(NC(C)=O)cc1)C(=O)/C=C/c1cn(-c2ccccc2)nc1-c1ccc(F)cc1 | 0 | 9 | -6 | 11 | -0.4 | -0.4 | 100 | 1 | -6 | -1 |
| CCn1nc(NC(=O)Cc2ccc(OC)cc2)c2cc3cc(C)ccc3nc21 | -1 | 4 | -6 | 24 | -0.6 | -0.1 | 97 | 1 | -4 | 1 |
| Cc1ccsc1-c1nc(CN2CCCC2c2ccc(F)cc2)c(C)o1 (centres undefined) | -3 | -6 | 0 | 3 | 2.8 | -0.4 | 91 | 1 | -2 | 5 |
| COCc1ccc(CN2CCC(n3nccc3NC(=O)C(OC)c3ccccc3)CC2)o1 (centres undefined) | 15* | 18 | -2 | -4 | -0.4 | 0.5 | 88 | 1 | -3 | 4 |
| CC1CCCN(CC(=O)Nc2cc(Cl)ccc2Oc2ccccc2)C1 (centres undefined) | -8 | -2 | 96* | -16 | 1.4 | 0.1 | 98 | -9 | -2 | -9 |
| COc1cc(C2c3cc4c(cc3OC(C)(N3CCCC3)C2C)OCO4)cc(OC)c1OC (centres undefined) | -2 | 1 | 9 | -9 | -1.5 | -0.2 | 99 | 10 | -6 | 7 |
| COCCNC(=O)CSc1nc2ccc(N3CCOCC3)cc2c(=O)n1Cc1ccc(OC)cc1 | 4 | -3 | -2 | 3 | 7.4 | -0.2 | 97 | -3 | -5 | -2 |
| N=c1n(CCO)c2ccccc2n1CCOc1ccccc1 | -8 | 2 | 0 | 4 | -2.4 | 0.4 | 85 | -2 | x | -2 |

More results:
SMILES	m5-HT2A agonist	PDI turbidity	Exocytosis inh	Vif inh	hiPSC survival	aDG glyco act	ABCB6 inh MLPCN	Glyco luc inh	CaV13 FRET inh	Cardio protect
CCOc1ccc(NC(=O)COC(=O)CCS(=O)(=O)c2ccc(C)cc2)cc1	-2	-8	1	0	-2.0	0.4	102	0	-5	-1
Cc1ccc(C(=O)NC(=S)Nc2cccnc2Cl)cc1	-6	-3	-3	-14	-0.2	0.2	98	-9	-4	-6
Cc1ccc(C2=NN(C(=O)CSc3nc4ncc(Cl)cc4[nH]3)C(c3ccco3)C2)cc1 (centres undefined)	3	0	1	3	0.6	0.0	91	-1	-7	-4
CC(C)OC(=O)/C(=C/c1ccc2c(c1)c1ccccc1n2C)NC(=O)c1ccccc1	5	0	0	-29	-1.6	-0.7	92	-1	-5	12
CCC(=O)Nc1ccc(C(=O)NNC(=O)c2cccs2)cc1	1	-2	2	17	-2.6	0.3	98	1	-8	2
CN(c1ccc(F)cc1)S(=O)(=O)c1ccc(Cl)c(C(=O)OCC(=O)NCc2ccco2)c1	2	-1	4	16	-0.2	-0.2	77	2	-20	-11
COc1cccc(-c2cc(C(=O)Nc3cccnc3)c3ccccc3n2)c1	4	-4	5	4	-0.2	-0.2	103	3	-3	23
CC(=O)NC(=S)NNC(=O)c1ccc(Br)cc1	-4	2	-1	8	0.4	0.7	102	0	75*	6
O=C(O)c1cccc(Nc2nc(C(F)(F)F)nc3ccccc23)c1	-3	2	1	3	3.7	-0.3	96	2	-5	7
CN(C)S(=O)(=O)c1ccc(NC(=O)CN2CCCCCC2)cc1	-2	5	0	0	-0.5	-0.1	99	-2	-4	2
CCOC(CNC(=O)CN1C(=O)COc2ccc(S(=O)(=O)N3CCCC3)cc21)OCC	-5	18	-2	-2	0.2	0.0	100	0	-2	0
CC(Sc1nc(-c2ccco2)nc2c1c(=O)n(C)c(=O)n2C)C(=O)O (centres undefined)	-2	1	-1	1	0.4	0.0	98	0	-2	2
O=C(NC1=NCCS1)C1COc2ccccc2O1 (centres undefined)	-2	6	-2	-4	-3.5	0.1	94	-22	-4	-15
CCOC(=O)C(=CNc1ccccc1C)C(=O)OCC	5	-5	-1	5	2.0	0.0	91	-1	-4	-10
CC(=O)Nc1ccc(NC(=O)C(C)OC(=O)CCCc2c[nH]c3ccccc23)cc1 (centres undefined)	-9	7	-2	-5	0.2	-0.3	100	-1	-6	0
